Screening data: PubChem BioAssay, Broad Institute
NSD2 inh – blocks human NSD2 histone methyltransferase activity | 44,000 compounds, 0.07% hits | O96028 | inhibition, % at 12.5 µM | AID 624260 | NSD2-SET H3K36me1 DELFIA fluorescence, biochemical; in the data active means inhibition above about 54%, passing the limit was not always enough; inconclusive means no clear call, values can overlap the other calls;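 further: inhibitors reduce the monomethyl H3K36 fluorescence signal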
Target sequence (O96028 whole entry, looked up): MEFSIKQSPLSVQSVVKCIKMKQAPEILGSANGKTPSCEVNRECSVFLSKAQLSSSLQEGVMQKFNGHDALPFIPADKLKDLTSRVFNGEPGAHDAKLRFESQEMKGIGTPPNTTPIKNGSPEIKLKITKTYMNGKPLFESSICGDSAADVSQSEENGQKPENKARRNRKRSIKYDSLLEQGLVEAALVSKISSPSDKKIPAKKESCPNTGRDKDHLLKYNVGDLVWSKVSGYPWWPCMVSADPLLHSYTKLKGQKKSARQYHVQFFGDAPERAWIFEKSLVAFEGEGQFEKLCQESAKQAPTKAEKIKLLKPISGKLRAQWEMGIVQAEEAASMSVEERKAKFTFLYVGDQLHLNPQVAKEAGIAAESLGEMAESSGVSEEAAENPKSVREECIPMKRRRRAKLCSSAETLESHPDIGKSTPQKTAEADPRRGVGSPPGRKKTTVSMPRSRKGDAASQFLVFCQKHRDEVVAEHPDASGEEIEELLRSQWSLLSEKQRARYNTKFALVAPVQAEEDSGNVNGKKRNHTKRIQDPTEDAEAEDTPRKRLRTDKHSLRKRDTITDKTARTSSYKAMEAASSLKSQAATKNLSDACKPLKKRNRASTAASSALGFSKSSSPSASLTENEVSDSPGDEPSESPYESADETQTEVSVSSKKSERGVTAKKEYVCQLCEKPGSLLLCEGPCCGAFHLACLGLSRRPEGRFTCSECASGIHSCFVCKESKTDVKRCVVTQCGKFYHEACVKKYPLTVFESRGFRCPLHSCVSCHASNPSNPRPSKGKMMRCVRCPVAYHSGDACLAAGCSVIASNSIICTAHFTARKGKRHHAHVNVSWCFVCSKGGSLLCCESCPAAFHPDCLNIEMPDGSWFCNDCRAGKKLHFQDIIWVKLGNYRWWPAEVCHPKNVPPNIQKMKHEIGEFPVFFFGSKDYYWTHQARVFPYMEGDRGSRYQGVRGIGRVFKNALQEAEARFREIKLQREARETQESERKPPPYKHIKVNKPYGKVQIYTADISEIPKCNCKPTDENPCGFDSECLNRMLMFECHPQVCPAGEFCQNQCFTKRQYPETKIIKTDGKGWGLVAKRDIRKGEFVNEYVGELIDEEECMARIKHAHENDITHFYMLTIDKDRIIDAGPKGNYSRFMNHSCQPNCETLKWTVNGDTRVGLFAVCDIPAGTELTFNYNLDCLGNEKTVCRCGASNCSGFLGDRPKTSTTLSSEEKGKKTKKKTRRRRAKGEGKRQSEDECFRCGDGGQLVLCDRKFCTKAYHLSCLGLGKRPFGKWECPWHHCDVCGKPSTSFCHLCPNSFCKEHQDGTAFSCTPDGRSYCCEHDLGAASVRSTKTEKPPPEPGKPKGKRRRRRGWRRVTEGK
* = called active by the depositor; ? = inconclusive. These rows are one share of the data (hit frequency here may not be typical).

SMILES	NSD2 inh
COc1ccc(S(=O)(=O)N(C)C[C@@H]2Oc3ccc(NS(=O)(=O)c4ccc(C)cc4)cc3C(=O)N([C@H](C)CO)C[C@H]2C)cc1	-1
CC(=O)N(C)C[C@H]1Oc2cc(C#CC(C)C)ccc2S(=O)(=O)N([C@@H](C)CO)C[C@H]1C	-31
C[C@@H]1CCCCO[C@H](CN(C)S(=O)(=O)c2ccc(F)cc2)[C@H](C)CN([C@@H](C)CO)C(=O)c2cc(N(C)C)ccc2O1	8
COc1ccc(CN(C)C[C@@H]2Oc3ccc(NC(=O)Cc4cn(C)c5ccccc45)cc3CC(=O)N([C@@H](C)CO)C[C@@H]2C)cc1	6
CNC[C@H]1OCCCC[C@@H](C)Oc2ccc(N(C)C)cc2C(=O)N([C@H](C)CO)C[C@H]1C	-1
C[C@H](CO)N1C[C@H](C)[C@@H](CN(C)C(=O)c2cnccn2)Oc2ncc(-c3ccccc3F)cc2C1=O	4
CC(C)C#Cc1cnc2c(c1)C(=O)N([C@H](C)CO)C[C@@H](C)[C@H](CN(C)C(=O)c1ccc3c(c1)OCO3)O2	-3
CNC[C@@H]1Oc2ccc(NC(=O)Cn3cnnn3)cc2CC(=O)N([C@H](C)CO)C[C@H]1C	-5
C[C@@H]1CN([C@H](C)CO)C(=O)c2cc(NS(=O)(=O)c3cn(C)cn3)ccc2O[C@@H](C)CCCCO[C@H]1CN(C)S(=O)(=O)c1cn(C)cn1	-37
C[C@@H]1CN([C@H](C)CO)C(=O)c2cc(-c3ccc(C(=O)N(C)C)cc3)cnc2O[C@@H]1CN(C)C(=O)C1CC1	-6
COc1ccc(S(=O)(=O)Nc2cccc3c2O[C@@H](CN(C)C(=O)Nc2ccc4c(c2)OCO4)[C@@H](C)CN([C@H](C)CO)C3=O)cc1	2
C[C@H]1CN([C@@H](C)CO)C(=O)CCCn2nncc2CO[C@H]1CN(C)C(=O)Nc1ccc(C(F)(F)F)cc1	2
Cc1noc(C)c1S(=O)(=O)Nc1ccc2c(c1)CC(=O)N([C@H](C)CO)C[C@H](C)[C@@H](CN(C)S(=O)(=O)c1ccccc1)O2	8
CC(C)NC(=O)N(C)C[C@H]1Oc2c(NC(=O)Nc3ccc(C(F)(F)F)cc3)cccc2C(=O)N([C@H](C)CO)C[C@H]1C	-2
C[C@@H]1CCCCO[C@@H](CN(C)Cc2ccccc2)[C@@H](C)CN([C@H](C)CO)C(=O)c2cc(NS(=O)(=O)c3cccs3)ccc2O1	1
Cc1cc(C(=O)Nc2cccc3c2O[C@@H](CN(C)Cc2ccc(Cl)c(Cl)c2)[C@H](C)CN([C@@H](C)CO)C3=O)n(C)n1	0
C=C[C@]1(C)C=C2CCC3C(C)(CCC[C@@]3(C)C(=O)O)C2CC1 (some centres not stated)	-6
COc1ccc(S(=O)(=O)Nc2ccc3c(c2)C(=O)N([C@H](C)CO)C[C@H](C)[C@@H](CN(C)Cc2ccc(C(=O)O)cc2)OCCCC[C@H](C)O3)cc1	3
CCCC#Cc1ccc2c(c1)O[C@@H](CN(C)Cc1cccnc1)[C@H](C)CN([C@@H](C)CO)S2(=O)=O	-2
C[C@@H]1CN([C@@H](C)CO)C(=O)c2cc(NC(=O)CCC(F)(F)F)ccc2O[C@@H]1CN(C)Cc1ccc(C(=O)Nc2ccccc2N)cc1	2
C[C@@H]1CN([C@@H](C)CO)C(=O)c2cccc(NC(=O)C3CC3)c2O[C@H]1CN(C)S(=O)(=O)c1cccs1	0
C[C@H]1CN([C@@H](C)CO)C(=O)c2cc(Br)cnc2O[C@H]1CN(C)CC1CCCC1	-4
Cc1ccc(S(=O)(=O)N(C)C[C@H]2Oc3ccc(NC(=O)Nc4ccc5c(c4)OCO5)cc3C(=O)N([C@@H](C)CO)C[C@H]2C)cc1	-6
COC(=O)[C@]1(CCC(=O)OC(C)(C)C)N=C(c2ccc(OCCCO)cc2)O[C@@H]1c1ccccc1	-3
C[C@@H]1CN([C@H](C)CO)C(=O)c2cc(-c3cccc(C#N)c3)cnc2O[C@H]1CN(C)Cc1ccccc1	16

Following part:
SMILES	NSD2 inh
CCCC#Cc1ccc2c(c1)O[C@@H](CN(C)CC1CCOCC1)[C@@H](C)CN([C@@H](C)CO)S2(=O)=O	4
COc1ccc(S(=O)(=O)Nc2cccc3c2O[C@@H](CN(C)Cc2ccc(C(=O)Nc4ccccc4N)cc2)[C@@H](C)CN([C@H](C)CO)C3=O)cc1	4
CC(C)NC(=O)N(C)C[C@H]1OCCCC[C@@H](C)Oc2ccc(NC(=O)CCC(F)(F)F)cc2C(=O)N([C@@H](C)CO)C[C@H]1C	-7
C=CCN(CC=C)S(=O)(=O)c1ccc(C(=O)Nc2ccccc2-c2nc3ccccc3[nH]2)cc1	-8
C[C@@H]1CN([C@H](C)CO)C(=O)c2cccc(N(C)C)c2O[C@H]1CN(C)C(=O)Nc1ccc(F)cc1	-3
O=C(C[C@H]1C=C[C@H](NC(=O)c2cccc(F)c2)[C@@H](CO)O1)Nc1nccs1	2
C[C@@H]1CCCCO[C@@H](CN(C)CC2CCCCC2)[C@H](C)CN([C@@H](C)CO)C(=O)c2cc(NC(=O)Nc3ccccc3)ccc2O1	0
CN(C)C(=O)C[C@@H]1C[C@H]2c3cc(NC(=O)c4cccnc4)ccc3O[C@H]2[C@H](CO)O1	-4
COc1ccc(S(=O)(=O)Nc2ccc3c(c2)CC(=O)N([C@@H](C)CO)C[C@H](C)[C@H](CN(C)Cc2ccc(C(F)(F)F)cc2)O3)cc1	-7
C[C@H]1CN([C@@H](C)CO)C(=O)c2cc(N(C)C)ccc2O[C@@H]1CN(C)Cc1ccc2c(c1)OCO2	1
C[C@@H]1CN([C@@H](C)CO)C(=O)Cc2cc(NC(=O)Nc3ccc(F)cc3)ccc2O[C@H]1CN(C)C	1
C[C@@H]1CCCCO[C@@H](CN(C)C(=O)Cc2ccccc2)[C@H](C)CN([C@H](C)CO)C(=O)c2cc(NS(=O)(=O)c3cccs3)ccc2O1	6
C[C@@H]1CN([C@H](C)CO)C(=O)Cc2cc(NC(=O)CCC(F)(F)F)ccc2O[C@H]1CN(C)S(=O)(=O)c1cn(C)cn1	3
Cc1noc(C)c1NC(=O)Nc1ccc2c(c1)C(=O)N([C@H](C)CO)C[C@@H](C)[C@@H](CN(C)S(=O)(=O)c1ccc(F)cc1)O2	1
COc1ccc(S(=O)(=O)Nc2ccc3c(c2)C(=O)N([C@H](C)CO)C[C@@H](C)[C@H](CN(C)Cc2ccc(-c4ccccc4)cc2)O3)cc1	-1
COc1ccc(S(=O)(=O)N(C)C[C@@H]2Oc3ccc(NC(=O)Nc4ccccc4)cc3CC(=O)N([C@@H](C)CO)C[C@@H]2C)cc1	0
O=C(Cc1ccncc1)Nc1ccc2c(c1)[C@@H]1C[C@H](CC(=O)N3CCCCC3)O[C@@H](CO)[C@@H]1O2	1
CC(C)NC(=O)N(C)C[C@@H]1OCCCC[C@@H](C)Oc2ccc(NC(=O)c3ccncc3)cc2C(=O)N([C@H](C)CO)C[C@H]1C	1
C[C@@H]1CN([C@@H](C)CO)C(=O)c2cc(C#CC3(O)CCCC3)cnc2O[C@H]1CN(C)C(=O)Nc1ccc2c(c1)OCO2	-3
C[C@@H]1CN([C@H](C)CO)C(=O)c2cc(NC(=O)C3CC3)ccc2O[C@H]1CN(C)C(=O)Nc1ccc(F)cc1	0
O=C(C[C@H]1CC[C@H](NC(=O)c2ccncc2)[C@@H](CO)O1)NCC1CC1	3
C[C@H]1CN([C@@H](C)CO)C(=O)Cc2cc(NC(=O)c3ccncc3)ccc2O[C@@H]1CN(C)Cc1ccc(C(=O)O)cc1	6
O=c1cc(-c2ccc(O[C@@H]3O[C@H](CO)[C@@H](O)[C@H](O)[C@H]3O)cc2)oc2cc(O)cc(O)c12	-4
Cc1noc(C)c1S(=O)(=O)N(C)C[C@H]1Oc2ccc(NC(=O)Nc3cccc4ccccc34)cc2CC(=O)N([C@@H](C)CO)C[C@H]1C	-6
Cc1noc(C)c1S(=O)(=O)Nc1ccc2c(c1)C(=O)N([C@@H](C)CO)C[C@H](C)[C@@H](CN(C)S(=O)(=O)c1ccc(F)cc1)OCCCC[C@@H](C)O2	1

Individual results from the results shown.
`C[C@@H]1CN([C@H](C)CO)C(=O)Cc2cc(NC(=O)CCC(F)(F)F)ccc2O[C@H]1CN(C)S(=O)(=O)c1cn(C)cn1` – NSD2 inh = 3
`COc1ccc(S(=O)(=O)N(C)C[C@@H]2Oc3ccc(NC(=O)Nc4ccccc4)cc3CC(=O)N([C@@H](C)CO)C[C@@H]2C)cc1` – NSD2 inh = 0

The list goes on:
SMILES	NSD2 inh
Nc1c(S(=O)(=O)O)cc(Nc2cccc3ccccc23)c2c1C(=O)c1ccccc1C2=O	-2
C[C@H](CO)N1C[C@H](C)[C@H](CN(C)Cc2ccc(Cl)c(Cl)c2)Oc2c(NS(=O)(=O)c3ccc(Cl)cc3)cccc2C1=O	-1
C/C=C1\C2C=C(C)CC1(N)c1ccc(=O)[nH]c1C2 (configuration not stated)	0
O=C(N/N=C/c1ccc(Br)cc1)c1ccccn1	7
Cc1ccc(-c2cnc3c(c2)C(=O)N([C@@H](C)CO)C[C@H](C)[C@@H](CN(C)C(=O)c2ccccc2)O3)cc1	-8
C[C@H](CO)N1C[C@H](C)[C@H](CN(C)C)OCCCC[C@H](C)Oc2ccc(NS(=O)(=O)c3cccs3)cc2C1=O	1
COC(=O)[C@@H]1N=C(c2ccc(OCCCO)cc2)O[C@@H]1c1ccccc1N=[N+]=[N-]	-4
C[C@@H]1CCCCO[C@@H](CN(C)S(C)(=O)=O)[C@H](C)CN([C@H](C)CO)C(=O)c2cc(NC(=O)Nc3cccc4ccccc34)ccc2O1	0
O=c1c(OC2OCC(O)C(O)C2O)c(-c2ccc(O)c(O)c2)oc2cc(O)cc(O)c12 (configuration not stated)	60*
C[C@H]1CN([C@@H](C)CO)C(=O)c2cc(Br)cnc2O[C@H]1CN(C)C(=O)Nc1ccccc1	-4
COc1ccccc1NC(=O)N[C@@H]1CC[C@H](CC(=O)NCc2ccc(Cl)c(Cl)c2)O[C@@H]1CO	-1
C[C@@H]1CCCCO[C@@H](CN(C)S(=O)(=O)c2cn(C)cn2)[C@@H](C)CN([C@H](C)CO)C(=O)c2cc(NS(=O)(=O)c3cn(C)cn3)ccc2O1	?
C[C@@H]1CN([C@H](C)CO)C(=O)Cc2cc(NC(=O)Cc3ccccc3)ccc2O[C@H]1CN(C)S(=O)(=O)c1ccccc1	6
C[C@H]1CN([C@@H](C)CO)C(=O)Cc2cc(NS(=O)(=O)c3ccc(Cl)cc3)ccc2O[C@@H]1CN(C)C(=O)Nc1ccccc1	3
C[C@H]1CN([C@@H](C)CO)C(=O)c2cc(NS(=O)(=O)c3ccc(Cl)cc3)ccc2O[C@H]1CN(C)S(C)(=O)=O	2
C#Cc1ccc([C@H]2C=C(C(=O)Nc3ccccc3)O[C@@H](OCCCCO)C2)cc1	0
C[C@H](CO)N1C[C@H](C)[C@H](CN(C)C(=O)Nc2ccccc2)Oc2ncc(-c3ccccc3)cc2C1=O	-4
COc1ccc(NC(=O)Nc2ccc3c(c2)C(=O)N([C@H](C)CO)C[C@H](C)[C@@H](CN(C)C(=O)c2ccccc2)OCCCC[C@@H](C)O3)cc1	5
C[C@H](CO)N1C[C@H](C)[C@@H](CN(C)C(=O)c2ccncc2)OCc2cnnn2CCCC1=O	1
C[C@H](CO)N1C[C@H](C)[C@@H](CN(C)S(C)(=O)=O)Oc2cc(C#Cc3ccc(F)cc3)ccc2S1(=O)=O	2
C[C@@H]1CN([C@H](C)CO)C(=O)c2cc(NC(=O)Nc3ccc(F)cc3)ccc2O[C@@H]1CN(C)Cc1ccc(Oc2ccccc2)cc1	3
C[C@H]1CN([C@@H](C)CO)C(=O)c2cccc(NS(C)(=O)=O)c2O[C@@H]1CN(C)Cc1ccc(Oc2ccccc2)cc1	5
C[C@@H]1CN([C@H](C)CO)C(=O)c2cc(NC(=O)Cn3cnnn3)ccc2O[C@@H]1CN(C)C(=O)Nc1cccc2ccccc12	-3
CC(C)NC(=O)N(C)C[C@@H]1OCCCC[C@H](C)Oc2ccc(NS(=O)(=O)c3cn(C)cn3)cc2C(=O)N([C@H](C)CO)C[C@@H]1C	4
C[C@H](CO)N1C[C@H](C)[C@H](CN(C)CC2CCOCC2)Oc2ncc(C3=CCCCC3)cc2C1=O	0
C[C@H](CO)N1C[C@H](C)[C@@H](CN(C)Cc2ccc(C(=O)O)cc2)Oc2c(NC(=O)C3CCOCC3)cccc2C1=O	0
O=C(C[C@@H]1C[C@H]2c3cc(NC(=O)C4CCOCC4)ccc3O[C@H]2[C@H](CO)O1)NCc1ccccc1F	2
COc1ccccc1-c1ccc2c(c1)O[C@H](CN(C)C(=O)c1ccncc1)[C@H](C)CN([C@@H](C)CO)S2(=O)=O	2
COC(=O)[C@H](Cc1ccccc1)N1C(=O)O[C@H](Cc2ccccc2)[C@@H]1/C=C/C1CC1	21
Cc1noc(C)c1S(=O)(=O)Nc1ccc2c(c1)C(=O)N([C@H](C)CO)C[C@H](C)[C@@H](CN(C)CC1CC1)OCCCC[C@@H](C)O2	1

7 of the compounds above, with values ahead of the structure.
NSD2 inh,smiles
-1,C[C@H](CO)N1C[C@H](C)[C@H](CN(C)Cc2ccc(Cl)c(Cl)c2)Oc2c(NS(=O)(=O)c3ccc(Cl)cc3)cccc2C1=O
0,C/C=C1\C2C=C(C)CC1(N)c1ccc(=O)[nH]c1C2 (configuration not stated)
7,O=C(N/N=C/c1ccc(Br)cc1)c1ccccn1
-8,Cc1ccc(-c2cnc3c(c2)C(=O)N([C@@H](C)CO)C[C@H](C)[C@@H](CN(C)C(=O)c2ccccc2)O3)cc1
1,C[C@H](CO)N1C[C@H](C)[C@H](CN(C)C)OCCCC[C@H](C)Oc2ccc(NS(=O)(=O)c3cccs3)cc2C1=O
-4,COC(=O)[C@@H]1N=C(c2ccc(OCCCO)cc2)O[C@@H]1c1ccccc1N=[N+]=[N-]
0,C[C@@H]1CCCCO[C@@H](CN(C)S(C)(=O)=O)[C@H](C)CN([C@H](C)CO)C(=O)c2cc(NC(=O)Nc3cccc4ccccc34)ccc2O1
